KCNQ1 inh: human KCNQ1 channel inhibition | P51787 | CHO-K1 KCNQ1, FluxOR thallium flux fluorescence; hits give high values | B-score at 10 µM | 310,000 tested, 1.3% active;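 active means compounds whose thallium flux B-score, printed positive for inhibition, exceeds three library SD while starting fluorescence stays within three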;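 further: channel opened by potassium depolarization with thallium stimulus after 20 min compound exposure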
Target sequence (P51787 whole entry, looked up): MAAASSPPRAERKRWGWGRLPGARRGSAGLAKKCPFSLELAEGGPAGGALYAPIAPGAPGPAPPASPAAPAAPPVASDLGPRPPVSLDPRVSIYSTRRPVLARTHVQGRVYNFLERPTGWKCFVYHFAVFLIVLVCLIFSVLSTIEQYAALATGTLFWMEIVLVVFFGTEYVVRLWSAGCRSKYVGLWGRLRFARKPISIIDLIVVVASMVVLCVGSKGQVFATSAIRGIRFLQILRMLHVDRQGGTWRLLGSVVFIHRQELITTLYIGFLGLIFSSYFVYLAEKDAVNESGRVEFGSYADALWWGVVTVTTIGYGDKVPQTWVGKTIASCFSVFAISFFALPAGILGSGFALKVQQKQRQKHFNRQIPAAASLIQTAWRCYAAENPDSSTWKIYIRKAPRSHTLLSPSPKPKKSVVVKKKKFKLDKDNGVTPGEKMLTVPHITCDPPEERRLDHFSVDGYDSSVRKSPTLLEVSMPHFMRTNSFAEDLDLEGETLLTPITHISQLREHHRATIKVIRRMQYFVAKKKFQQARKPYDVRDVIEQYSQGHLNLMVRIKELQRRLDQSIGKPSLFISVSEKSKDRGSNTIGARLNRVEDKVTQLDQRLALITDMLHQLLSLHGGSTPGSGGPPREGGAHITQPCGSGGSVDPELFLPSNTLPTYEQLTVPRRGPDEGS
KCNK9 block: blocks the human KCNK9 two-pore domain potassium channel. HEK293 KCNK9, FluxOR thallium flux fluorescence; hits give low values. Q9NPC2. B-score at 10 µM. 310,000 tested, 1.2% active;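 active means ratio B-score over 3 SD below the library mean, with starting fluorescence within 5 SD of its mean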;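 further: negative B-score means less thallium flux so channel inhibition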
hERG rescue: shields human hERG channel from block by proarrhythmic agents | Q12809 | CHO-hERG, FluxOR thallium flux, dofetilide IC70 present | activation (rescue from dofetilide block), less the hit threshold, % at 10 µM | 310,000 tested, 0.51% active | AID 1511;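 active means activation above the mean of controls blocked by dofetilide plus 5 SD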;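 further: thallium influx through hERG after potassium depolarization seen as dye fluorescence rise; in these data hits start at about 4.7%; inactives centre near -7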
TRPC4 PAM: TRPC4 (mouse) allosteric potentiation; Q9QUQ5; HEK293 TRPC4beta/mu-opioid, DAMGO EC20, Fluo-4 Ca2+ flux; hits give high values; B-score at 10 µM; 310,000 tested, 0.42% active;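 active means B-score of calcium response area above 5 SD of library B-scores, with initial fluorescence ratio within 5 SD of library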;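 further: B-score of integrated fluorescence ratio over time as area under calcium response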
KCNK3 block: human KCNK3 channel inhibition, primary screen. O14649. CHO-KCNK3 thallium flux, FluxOR fluorescence; hits give low values. B-score at 10 µM. 340,000 tested, 0.84% active. AID 602410;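 active means B-score under library mean minus 4 SD, starting fluorescence ratio at most library mean plus 5 SD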;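 further: more negative B-score means stronger inhibition of thallium flux through KCNK3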
Target sequence (O14649 whole entry, looked up): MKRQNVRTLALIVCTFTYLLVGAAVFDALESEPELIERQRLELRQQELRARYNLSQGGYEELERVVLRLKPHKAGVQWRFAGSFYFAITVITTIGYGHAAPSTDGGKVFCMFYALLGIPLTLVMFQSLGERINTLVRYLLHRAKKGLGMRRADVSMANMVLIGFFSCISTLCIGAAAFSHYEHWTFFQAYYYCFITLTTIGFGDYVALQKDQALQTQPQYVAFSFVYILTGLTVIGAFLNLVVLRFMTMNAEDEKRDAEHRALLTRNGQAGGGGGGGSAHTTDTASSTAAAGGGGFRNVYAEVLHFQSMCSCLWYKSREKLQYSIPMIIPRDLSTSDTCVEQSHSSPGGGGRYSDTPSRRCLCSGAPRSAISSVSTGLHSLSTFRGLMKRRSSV
Platelet DG rel: platelet dense granule release activity; human platelet-rich plasma, SFLLRN dense granule ATP release, luminescence; inhibition, %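 (compounds screened at 7.5 µM in platelet-rich plasma)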; 300,000 tested, 0.22% active; AID 1663;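 active means mean replicate score, as percent of positive control, at or above 50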
KCNQ1 pot: potentiators or activators of human KCNQ1 potassium channel. CHO-K1 KCNQ1, thallium flux FluxOR fluorescence; hits give high values. 310,000 tested, 0.35% active. B-score at 10 µM. P51787. AID 2648;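 active means fluorescence ratio B-score, a plate-corrected score, at least three library SD, with initial intensity B-score within 5 SD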
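Assay system: stable KCNQ1 CHO-K1 line; medium: assay buffer, equal DMSO in all wells; timing: 90 min dye loading and 20 min compound exposure, both at room temperature; technique: kinetic FluxOR thallium fluorescence, 10-s 1-Hz baseline, 110-s post-stimulus read; read-out basis: B score of baseline-normalized fluorescence ratio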
TRPC4 block: inhibitors of mouse TRPC4 channel; Q9QUQ5; HEK293 TRPC4beta/mu-opioid, DAMGO-evoked Fluo4 calcium flux; hits give low values; B-score at 10 µM; 300,000 tested, 0.39% active; AID 2247;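 active means B-score over 3 SD under the library average, no early fluorescence shift, positive overall ratio signal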
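Test system – stable TRPC4beta/mu-opioid receptor HEK293 cells · Probe or stimulus – DAMGO, a submaximal dose followed by a maximal one · Dosing – one concentration per compound · Signal – Fluo4 calcium fluorescence by kinetic imaging, 5 s 1 Hz baseline · Evaluation – per-well B score of integrated baseline-normalized Fluo4 ratio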
DYRK1A inh: inhibitors of rat Dyrk1A kinase; ADP-Glo luminescence, NFATc1 peptide; inhibition, % at 12.5 µM; 310,000 tested, 0.43% active; Q63470; in the data active means inhibition above about 50%;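 further: plate controls were vehicle with enzyme for no effect and no enzyme for full effect; many of its hits are not listed in these tables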
TRPC4 act: TRPC4 (mouse) channel activation; 310,000 tested, 0.49% active; Q9QUQ5; B-score at 10 µM; HEK293 TRPC4beta/mu-opioid, Fluo4 calcium fluorescence; hits give high values;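 active means B-score above 5 SD of library B-scores, and initial fluorescence ratio not above library mean plus 5 SD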;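 further: positive B-score marks a calcium rise read as TRPC4 activation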
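Assay system: HEK293 stable line with TRPC4beta plus mu-opioid receptor. Times: dye 45 min RT, read 110 s. Measured by: kinetic Fluo4 calcium fluorescence. Measure: B score of integrated ratio. Controls: assay buffer as low control, maximal DAMGO as high control.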
PolyA inh: blocks polyadenylation in yeast reporter cells | S. cerevisiae SKY197-pL101 polyadenylation reporter, beta-gal luminescence; efflux-impaired pdr1/pdr3 knockout yeast; score 100 = 6 SD above DMSO | calls only at 12 µM | 300,000 tested, 0.02% active | AID 1875;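 active means lowest replicate activity score at least 50, where 100 means six control SD above control mean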;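 further: yeast exposed to compound for 9 h at 30 °C; higher score means more reporter readthrough which indicates perturbed polyadenylation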
An asterisk follows results filed as active; i = inactive; / = no result given. Only part of the results is shown, so the mix of outcomes need not match the whole.

mol	hERG rescue	TRPC4 PAM	DYRK1A inh	PolyA inh	KCNK9 block	TRPC4 act	KCNQ1 pot	KCNK3 block	TRPC4 block	KCNQ1 inh	Platelet DG rel
Cc1ccc(C(=O)NC(=S)Nc2ccccc2C(F)(F)F)cc1	0	i	3	i	i	i	i	i	i	i	-2
O=C(c1ccc(Cl)cc1)N1CCN(c2ccnc3cc(Cl)ccc23)CC1	-28	i	8	i	i	i	i	i	i	i	-6
COc1cccc(-n2nnnc2SCC(=O)NC2CCCCC2)c1	-3	i	-5	i	i	i	i	i	i	i	23
CCN(CC(=O)NCc1ccc(F)cc1)C(=O)C1CCN(C(=O)Nc2ccccc2)CC1	-13	i	-3	i	i	i	i	i	i	i	3
O=C(Nc1ccc(F)cc1)Nc1nnc(-c2ccncc2)s1	-7	i	/	i	i	i	i	i	i	i	10
CCOC(=O)N1CCC(N2Cc3cccc(C(=O)NCc4ccccn4)c3C2=O)CC1	-9	i	2	i	i	i	i	i	i	i	6
COc1ccc(Nc2nc(N)c([N+](=O)[O-])c(N3CCN(C)CC3)n2)cc1	-12	i	48	i	i	i	i	i	i	i	2
CC(C)c1nc2c(s1)CCc1onc(-c3cccc([N+](=O)[O-])c3)c1-2	-7	i	3	i	-6.7*	i	i	i	i	i	0
O=C(Nc1cccc(C(F)(F)F)c1)Nn1cnnc1	-10	i	1	i	i	i	i	i	i	i	10
OCC[C@@H]1C[C@@H](O)[C@H](O)[C@@]2(OCCc3ccccc32)O1	-7	i	5	i	i	i	i	i	i	i	-7
CCn1nc(-c2ccccc2)c2nc3ccccc3nc21	-13	i	23	i	i	i	i	i	i	i	0
O=S(=O)(c1ccc(NC(=S)N/N=C/c2ccc(Oc3ccccc3)cc2)cc1)N1CCOCC1	-1	i	0	i	i	i	i	i	i	i	-1
O=C(OCC(=O)c1c[nH]c2ccccc12)c1cc(Br)ccc1O	2	i	4	i	i	i	i	i	i	i	0
Cc1ccc(C(=O)/C=C\C(=O)c2ccc(C)cc2)cc1	-9	i	-6	i	i	i	i	i	i	i	22
CSc1ncc(C(=O)Nc2ccc(Br)cn2)c(C)n1	-7	i	3	i	i	i	i	i	i	i	0
CC1CCCC/C1=N\NS(=O)(=O)c1ccc(Br)cc1 (stereo unspecified)	-3	i	4	i	i	i	i	i	i	i	-5
COc1ccc(C(=O)N/N=C/c2ccc(OC(=O)c3cccs3)cc2)cc1	-8	i	-3	i	i	i	i	i	i	i	-20
CC(CCc1ccccc1)NC(=O)c1cc2sccc2n1C (stereo unspecified)	-10	i	2	i	i	i	i	i	i	i	1
COCCc1nn2c(=O)cc(COC(=O)c3cc(OC)c(OC)c(OC)c3)nc2s1	-6	i	-2	i	i	i	i	i	i	i	2
Cc1ccc(C2C(/C=C3/SC(=S)NC3=O)=C(c3cccs3)Oc3ccccc32)cc1 (stereo unspecified)	-7	i	4	i	i	i	8*	i	i	i	-4
COc1cc2[nH]c(=O)n(CCCCCC(=O)NCCc3c[nH]c4ccccc34)c(=O)c2cc1OC	-12	i	4	i	i	i	i	i	i	i	7
O=C(NCC(=O)N1CCN(Cc2ccccc2)CC1)c1ccc(Br)cc1	-4	i	0	i	i	i	i	i	i	i	2
CN(C)N1C(N)=C(C#N)C(c2ccc(F)cc2)C2=C1CCCC2=O (stereo unspecified)	-7	i	-2	i	i	i	i	i	i	i	-7
Cc1cc(C)c(C)c(OCCCOc2cccc3cccnc23)c1	-2	19*	3	i	i	i	i	i	i	i	-5
COc1ccc(CCC(C(O)C(F)(F)F)S(=O)c2ccccc2)cc1 (stereo unspecified)	-3	i	-5	i	i	i	i	i	i	i	-7
CC1(C)CC(NC(=O)c2ccccn2)CC(C)(C)N1O	-5	i	-1	i	i	i	i	i	i	i	3
N#Cc1c(-c2ccccc2)nc(SCC(=O)N(c2ccccc2)c2ccccc2)[nH]c1=O	-11	i	-7	i	i	i	i	i	i	i	3
CN(C)c1nc2c(c(=O)[nH]c(=O)n2C)n1CCCc1ccccc1	-3	i	-2	i	i	i	i	i	i	i	15
CCC(=O)Oc1ccc(C(=O)Nc2cccc(C(=O)NC(C)(C)C)c2)cc1	-7	i	-1	i	i	i	i	i	i	i	-3
O=C(NCc1nnnn1-c1ccc(F)c(F)c1)c1ccc2c(c1)OCO2	-9	i	0	i	i	i	i	i	i	i	-3
COc1ccc(CCNC(=O)/C(=C/c2cccnc2)NC(=O)c2ccccc2)cc1OC	-5	i	-2	i	i	i	i	i	i	i	0
COC(=O)C1CCN(C(=O)COC(=O)CC(NC(N)=O)c2ccc(Cl)cc2)CC1 (stereo unspecified)	-10	i	6	i	i	i	i	i	i	i	-1
COCCn1c(C)cc(C(=O)COC(=O)C23CC4CC(CC(O)(C4)C2)C3)c1C	-15	i	-5	i	i	i	i	i	i	i	-4
Cc1cccc(-c2nnc(SCC(=O)Nc3ncccn3)n2C)c1	-16	i	7	i	i	i	i	i	i	i	25
Cc1ccc(C(=O)NCC(=O)Nc2ccncc2)s1	-7	i	8	i	i	i	i	i	i	i	-10
COc1ccc2nc(NC(=O)C3COc4ccccc4O3)sc2c1 (stereo unspecified)	-6	i	45	i	i	i	i	i	i	i	-15
N#Cc1c(N)nc2c3c(sc(=N)c2c1N)NC(=O)CC3c1c(F)cccc1Cl (stereo unspecified)	-5	i	67*	i	i	i	i	i	i	i	-15
Cc1[nH]c2ccccc2c1/C=C/C(=O)c1ccncc1	-13	i	0	i	i	i	i	i	i	i	-1
CS(=O)(=O)Nc1cccc(C2=NN(S(=O)(=O)c3ccccc3)C(c3ccco3)C2)c1 (stereo unspecified)	-5	i	-1	i	i	i	i	i	i	i	7
CNC(=O)NNC(=O)c1nc(-c2ccccc2)c(C)o1	-9	i	/	i	i	i	i	i	i	i	-21
CS(=O)(=O)c1ccc(S(=O)(=O)N2CCC(CO)(CCCc3ccccc3)CC2)cc1	-6	i	-1	i	i	i	i	i	i	i	0
Cn1c(=O)[nH]c(=O)c2c1nc(N1CCCCCC1)n2CCSc1nc2ccccc2o1	-3	i	-3	i	i	i	i	i	i	i	-6
COc1cc(NC(=O)c2ccco2)c(C(=O)OCC(=O)Nc2ncc(Cl)cc2Cl)cc1OC	-10	i	-3	i	i	i	i	i	i	i	-9
O=C(CSc1nnc(-c2cccc(F)c2)o1)N1CCOCC1	-4	i	2	i	i	i	i	i	i	i	-3
N#Cc1ccc(CSc2nnc(-c3ccncc3)o2)cc1	-2	i	2	i	i	i	i	i	i	i	2
COc1ccc(CC(=O)Nc2ccc(C(=O)Nc3ccccc3C(=O)O)cc2)cc1OC	0	i	19	i	i	i	i	i	i	i	6
COC(=O)c1ccc(Cn2nc(C)c([N+](=O)[O-])c2C)o1	-19	i	-2	i	i	i	i	i	i	i	-4
CC(c1ccncn1)N(C)C(=O)c1ccc2oc(Cc3ccccc3)nc2c1 (stereo unspecified)	-1	i	-3	i	i	i	i	i	i	i	-1
CCn1cc(Br)c(C(=O)Nc2ccc(Cl)cc2Cl)n1	-7	i	-1	i	i	i	i	i	i	i	4
O=C(OC1CCOC1=O)C1CCN(S(=O)(=O)c2ccc(Cl)c(C(F)(F)F)c2)CC1 (stereo unspecified)	-7	i	0	i	i	i	i	i	i	i	0
COc1ccccc1C(=O)NC(=O)COC(=O)CN1C(=O)NC2(CCCCC2C)C1=O (stereo unspecified)	-10	i	15	i	i	i	i	i	i	i	-13
COCc1cc(C)nc(SCC[N+](C)(C)CC(=O)c2ccccc2)c1C#N	-11	i	-1	i	i	i	i	i	i	i	8
CC(=O)c1c(C)[nH]c(C(=O)Nc2ccc(C)c(C)c2)c1C	-4	i	1	i	i	i	i	i	i	i	1
COc1ccc(-n2c(C)cc(/C=C3\C(=O)NN(c4ccccc4)C3=O)c2C)cc1	-2	i	10	i	i	i	i	i	i	i	-7
N#Cc1ccccc1NC(=O)COC(=O)CCc1ccc(S(=O)(=O)N2CCCCC2)cc1	-9	i	-1	i	i	i	i	i	i	i	-6
CC1CN(C(C)C)C(C)CC1OC(=O)c1ccccc1 (stereo unspecified)	-2	i	6	i	i	i	i	i	i	i	6
CCN(CC)CCCNC(=O)c1[nH]c(C)c(C(=O)NC2CCCCC2)c1C	-1	i	-3	i	i	i	i	i	i	i	7
COc1ccccc1CC(=O)Nc1ccc2c(c1)C(=O)NC2=O	-8	i	1	i	i	i	i	i	i	i	-7
CCOC(=O)c1c(C2COc3ccccc3O2)csc1NC(=O)c1ccccc1 (stereo unspecified)	-9	i	3	i	i	i	i	i	i	i	4
Cc1cc(C)n(CCCNC(=O)c2ccc(C)c(S(=O)(=O)N3CCOCC3)c2)n1	-14	i	1	i	i	i	i	i	i	i	-4

One compound at a time, from the list above. Order of screens: hERG rescue | TRPC4 PAM | DYRK1A inh | PolyA inh | KCNK9 block | TRPC4 act | KCNQ1 pot | KCNK3 block | TRPC4 block | KCNQ1 inh | Platelet DG rel
Profile of `COc1ccc(-n2c(C)cc(/C=C3\C(=O)NN(c4ccccc4)C3=O)c2C)cc1` : -2 | i | 10 | i | i | i | i | i | i | i | -7
Profile of `CC(c1ccncn1)N(C)C(=O)c1ccc2oc(Cc3ccccc3)nc2c1` (stereo unspecified) : -1 | i | -3 | i | i | i | i | i | i | i | -1

Other entries follow:
mol	hERG rescue	TRPC4 PAM	DYRK1A inh	PolyA inh	KCNK9 block	TRPC4 act	KCNQ1 pot	KCNK3 block	TRPC4 block	KCNQ1 inh	Platelet DG rel
CCOc1ccc(S(=O)(=O)N(C)CC(=O)NCc2ccc3c(c2)OCO3)cc1	-7	i	-4	i	i	i	i	i	i	i	-4
COc1ccc(Cn2ccnc2SCC(=O)NC2CCCC2)cc1	-8	i	1	i	i	i	i	i	i	i	0
COc1ccc(NC(=O)c2ccco2)cc1NC(=O)COc1ccccc1	-4	i	-6	i	i	i	i	i	i	i	3
COc1ccc(CNC(=O)COC(=O)/C=C/c2ccco2)cc1	-10	i	-9	i	i	i	i	i	i	i	-5
CC1CN(C(=O)c2cc3ccccc3oc2=O)CC(C)O1 (stereo unspecified)	1	i	-1	i	i	i	i	i	i	i	3
Cc1ccc(SCc2c(C(=O)N/N=C/C3CC=CCC3)nnn2-c2nonc2N)cc1 (stereo unspecified)	-11	i	-1	i	i	i	i	i	i	i	8
